# proKLK7 act: proKLK7 zymogen activators, primary screen, biochemical, fluorescence intensity | purified proKLK7, EDANS-DABCYL substrate fluorescence; 100% is mature enzyme control, 0% vehicle | 370,000 tested, 0.9% active | activation, % at 7 µM | Kallikrein-7 (Homo sapiens), P49862;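 active = activation above the mean of all tested compounds plus 3 SD, computed per campaign excluding outliers beyond control limits, cut at about 13% in these data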
# Target sequence (P49862 whole entry, looked up): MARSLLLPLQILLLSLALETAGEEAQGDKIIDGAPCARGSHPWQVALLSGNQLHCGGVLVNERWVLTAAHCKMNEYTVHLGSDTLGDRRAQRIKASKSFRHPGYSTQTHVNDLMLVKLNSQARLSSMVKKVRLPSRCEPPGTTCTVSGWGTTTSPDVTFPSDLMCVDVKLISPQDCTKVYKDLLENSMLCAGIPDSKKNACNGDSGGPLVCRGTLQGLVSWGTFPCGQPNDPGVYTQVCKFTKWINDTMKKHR
# sPLA2-III inh: human group III sPLA2 inhibitors, primary screen, biochemical, QFRET, BODIPY PC-A2 liposome substrate | Group 3 secretory phospholipase A2 (Homo sapiens), Q9NZ20 | QFRET BODIPY PC-A2 liposome hydrolysis, fluorescence | inhibition, % at 12.2 µM | 370,000 tested, 0.56% active | AID 743126, 2013;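 active = inhibition above mean plus 3 SD of compounds lying within the high and low control bounds, cut at about 19% in these data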;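 note: 0% = median of test compound wells and 100% = no enzyme DMSO wells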
# PLC-beta3 inh: human PLC-beta3 inhibitors, primary screen, biochemical, fluorescence. 1-phosphatidylinositol 4,5-bisphosphate phosphodiesterase beta-3 (Homo sapiens), Q01970. Purified PLC-beta3, fluorogenic substrate. inhibition, % at 12.2 µM. 370,000 tested, 0.18% active; in the data active = inhibition above about 11%;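 note: 0% = median of compound wells on plate and 100% = full blocker control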
# NR1D1 modulator: modulators of Rev-erb alpha DNA binding, primary screen, biochemical, FITC-DNA, fluorescence polarization, uHTS; Rev-erbα–FITC-DNA binding, 90 min; activity, % at 10 µM; AID 1259318, 2017; 370,000 tested, 0.79% active;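 active = activity above about 14%, limit read from the data; passing the limit was not always enough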;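 note: 0% = DMSO wells with 35 nM protein and 100% = DMSO wells with 750 nM protein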
# ARFGAP1 inhibitor: inhibitors of rat ARFGAP1 GAP activity, primary screen, biochemical, fluorescence polarization, GDP tracer. 360,000 tested, 0.26% active. inhibition, % at 16.5 µM. ADP-ribosylation factor GTPase-activating protein 1 (Rattus norvegicus), Q62848. Arfgap1-stimulated ARF1 GTP hydrolysis, GDP FP detection;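 active = inhibition above a per-plate limit, mean inhibition of low control wells plus 3 SD, cut at about 25% in these data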;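 note: 0% = DMSO wells with enzyme and 100% = wells lacking Arfgap1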
# Target sequence (Q62848 1-136 limits assumed): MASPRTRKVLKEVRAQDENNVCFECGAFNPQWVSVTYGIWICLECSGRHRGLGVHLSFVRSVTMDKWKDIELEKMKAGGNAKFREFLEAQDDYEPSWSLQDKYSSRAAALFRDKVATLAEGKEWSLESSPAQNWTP
#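 Repeats: one replicate per compound; assay system: rat Arfgap1 catalytic domain, aa 1-136; times: enzyme reaction 120 min at 25 °C after 20 min preincubation; detection: FP of antibody-bound GDP Alexa 633 tracer, ex 620/em 688 nm; benchmarks: high control wells lacking Arfgap1, low control full reaction with DMSO; reagent: human ARF1(Δ1-17)-GTP substrate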
# ASAP1 GAP inh: inhibitors of human ASAP1 ArfGAP activity, primary screen, biochemical, fluorescence polarization; Arf-GAP with SH3 domain, ANK repeat and PH domain-containing protein 1 (Homo sapiens), …; inhibition, % at 16.5 µM; ASAP1-stimulated ARF1 GTP hydrolysis, GDP FP detection; AID 624377, 2012; 360,000 tested, 0.19% active; in the data active = inhibition above about 25%;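 note: 0% = vehicle with enzyme and substrate and 100% = no enzyme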
# Target sequence (Q9ULH1 325-724 limits assumed): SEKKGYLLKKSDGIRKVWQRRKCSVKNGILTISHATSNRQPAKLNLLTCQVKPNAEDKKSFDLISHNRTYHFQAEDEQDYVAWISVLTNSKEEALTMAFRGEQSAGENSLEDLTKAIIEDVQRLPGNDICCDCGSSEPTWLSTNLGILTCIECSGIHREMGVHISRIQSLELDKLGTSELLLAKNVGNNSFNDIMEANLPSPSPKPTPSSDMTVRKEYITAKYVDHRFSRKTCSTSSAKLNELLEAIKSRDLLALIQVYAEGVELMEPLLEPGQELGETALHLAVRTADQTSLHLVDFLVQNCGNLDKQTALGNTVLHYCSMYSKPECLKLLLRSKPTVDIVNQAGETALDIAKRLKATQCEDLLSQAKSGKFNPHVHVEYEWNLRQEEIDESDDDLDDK
# UHRF1 MBD2 ctr: UHRF1 methylated DNA binding inhibitors, primary screen, counter-screen for MBD2 inhibitor project, biochemical, TR-FRET, human UHRF1, single concentration; E3 ubiquitin-protein ligase UHRF1 (Homo sapiens), Q96T88; UHRF1 binding to methylated oligo; inhibition, % at 4.4 µM; 370,000 tested, 0.75% active; AID 687016, 2013; in the data active = inhibition above about 21%;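 note: UHRF1 SRA domain binding a hemimethylated CpG hairpin DNA probe; 0% = median of test compound wells and 100% = reference inhibitor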
# DDE Tn7 FP inh: inhibitors of Tn7 peptide binding to fibrin DD(E), primary screen, biochemical, fluorescence polarization, human fibrin, Tn7 probe | Fibrinogen beta chain (Homo sapiens), P02675 | FP displacement of FITC-Tn7 peptide from fibrin DD(E); 0% = median of compound wells per plate | inhibition, % at 8.3 µM | 370,000 tested, 0.13% active | AID 720508, 2013;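 active = inhibition above the mean of compounds falling within the control limits plus 3 SD of them, cut at about 14% in these data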;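 note: 0% = plate median of compound wells and 100% = 10 µM Aha-Tn7 peptide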
#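 Assay system: Human fibrin DD(E) protein | Medium: Tris buffer with calcium and detergent, pH 7.8 | Reagent: 0.1 µM fluorescent Tn7 | Compound dosing: Single point at 8.3 µM | Times: 10 min preincubation, 3 h with tracer, room temperature | Detection: Fluorescence polarization of the labelled Tn7 tracer | Controls: Aha-Tn7 high control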
# Tn6 DDE FP: inhibitors of Tn6 peptide binding to fibrin DD(E), primary screen, biochemical, fluorescence polarization, human fibrin, Tn6 probe; Fibrinogen beta chain (Homo sapiens), P02675; Fibrin DD(E) TRITC-Tn6 fluorescence polarization displacement; inhibition, % at 8.3 µM; 370,000 tested, 0.21% active;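 active = inhibition above a per-campaign cutoff: mean of compounds within control limits plus 3 SD, cut at about 15% in these data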;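 note: 0% = median of all compound wells on the plate and 100% = blocking peptide control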
# PLC-gamma1 inh: PLC-gamma1 enzyme inhibitors, primary screen, biochemical, fluorescence, purified enzyme | inhibition, % at 12.2 µM | 1-phosphatidylinositol 4,5-bisphosphate phosphodiesterase gamma-1 (Homo sapiens), P19174 | fluorogenic substrate | 370,000 tested, 0.84% active; in the data active = inhibition above about 9.5%
# * hit, by the source's call; . = not tested or not shown. An unsorted share of the library, and some 4.5% of all compounds hit somewhere here.
no.	SMILES	proKLK7 act	sPLA2-III inh	PLC-beta3 inh	NR1D1 modulator	ARFGAP1 inhibitor	ASAP1 GAP inh	UHRF1 MBD2 ctr	DDE Tn7 FP inh	Tn6 DDE FP	PLC-gamma1 inh
1	CCCCC(=O)Nc1ccc(C(N)=O)cc1	0.0	2	1	1	3	-2	0	-7	-13	0
2	Cc1ccc(S(=O)(=O)N2CCN(C(=O)c3ccccc3-c3nc4ccccc4s3)CC2)c(C)c1	-0.1	3	-4	12	14	18	2	3	-9	-3
3	CCOc1ccc(NC(=O)c2sc(N3CCOCC3)nc2-c2ccccc2)cc1	0.4	3	-5	13	10	-6	1	-1	0	-3
4	Cc1cc(Oc2ccc(Cl)cc2)nc(SCC(=O)c2ccccc2)n1	0.1	-52	-1	2	4	6	-2	-2	4	1
5	Cc1onc(-c2c(Cl)cccc2Cl)c1C(=O)NC1C(=O)N2C1SC(C)(C)C2C(=O)O (stereo not given)	0.4	-5	1	-2	-6	-10	0	0	0	5
6	CCn1c(=O)c2cc(C(=O)NCc3cccs3)sc2c2ccccc21	0.3	-3	1	6	-9	0	0	-3	0	0
7	CSc1ccc(Cn2c(C)c(C(=O)NCc3ccc4c(c3)OCO4)sc2=O)cc1	0.4	-6	0	4	-11	3	-2	3	3	1
8	COc1ccc(C(C(=O)NC2CCCC2)N(Cc2ccco2)C(=O)c2snc(C(N)=O)c2N)cc1OC (stereo not given)	-1.9	-6	-28	-5	7	6	-2	-2	-8	-19
9	CCNC(=O)NC(=O)CSc1cccc(C(F)(F)F)c1	0.1	-4	2	-4	4	-5	6	8	6	-1
10	CN(C(=O)c1cccc(NC(=O)Cc2cccc([N+](=O)[O-])c2)c1)C1CC1	-0.1	-2	3	1	-2	-1	1	4	4	1
11	Cc1ccc(S(=O)(=O)NNC(=O)C(=O)NNS(=O)(=O)c2ccc(C)cc2)cc1	0.2	4	-2	3	-8	2	1	1	6	-3
12	COc1ccc(C)cc1N1CC(C(=O)Nc2cccc(C(=O)NC3CC3)c2)CC1=O (stereo not given)	-0.2	14	-3	-2	2	-3	1	3	3	2
13	COc1ccc(NC(=O)c2oc3ccc(S(=O)(=O)N4CCOCC4)cc3c2C)c(OC)c1	0.2	0	-7	-3	-3	-5	4	8	8	-1
14	COc1ccc(C(=O)Oc2ccc(F)cc2C(=O)/C=C/c2ccc(OC)c(OC)c2)cc1	-9.3	-3	-57	1	6	-3	2	2	-2	-31
15	Cc1ccnc2nc(C(=O)OCC(=O)c3c[nH]c4ccccc34)nn12	-0.8	2	-9	-3	2	5	-2	1	-2	-1
16	COc1cc(/C=N/NC(=O)c2cc(-c3ccccc3OC(C)C)nc3ccccc23)ccc1O	-0.8	-15	-20	0	12	1	-4	3	-4	-17
17	CN(C)c1ccnc(-n2cccc2/C=N/OCc2ccc(F)cc2Cl)c1C#N	0.3	-11	-9	-1	-9	12	-1	0	8	-7
18	Cc1ccc(NC(=O)CN(C)C(=O)COC(=O)CCS(=O)(=O)c2ccc(C)cc2)cc1	-0.6	-1	-2	5	1	9	1	4	3	1
19	COC(=O)C(CCSC)NC(=O)Cn1ncc2c(=O)oc3ccc(C)cc3c21 (stereo not given)	0.1	1	1	4	-9	-6	0	4	8	-1
20	O=C(Nc1ccc2c(c1)OCO2)c1ccc(COc2ccc3c(c2)CCC3)o1	-6.5	-2	-15	5	0	20	2	5	-2	-11
21	O=C(C(=O)c1cc(Br)ccc1O)c1cc(Br)ccc1O	-0.1	-29	-2	-1	9	1	4	-5	-5	4
22	Cc1cccc(C)c1NC(=O)COC(=O)C1Cc2ccccc2CN1C(=O)c1ccccc1 (stereo not given)	0.2	-19	3	7	-13	7	-4	1	-3	1
23	C=CCn1c(=O)c(C(=O)NC(C)c2ccccc2)c(O)c2ccccc21 (stereo not given)	-0.6	-1	-5	7	4	-3	-2	5	-10	2
24	CC(=O)NNC(=S)NCCc1ccccc1	-0.8	9	-6	-3	0	1	-1	2	-3	-4
25	CC(=O)NNC(=S)NC(=O)C(c1ccccc1)c1ccccc1	0.1	5	0	11	-3	-5	-3	-5	4	2
26	CN(C(=O)c1ccc(OC2CCN(S(=O)(=O)N(C)C)CC2)cc1)C1CCCCC1	0.9	-1	2	-1	-1	-8	0	-6	5	2
27	Cc1cc(C(=O)N2CCC2(C)C(=O)NS(=O)(=O)c2cccc(Cl)c2)nn1C (stereo not given)	-0.1	8	5	-5	1	-10	1	-6	1	6
28	Cc1cccc(N2CCN(C(=O)c3ccc(N4CCCC4=O)cc3)CC2)c1C	0.1	-5	-3	-2	-3	5	4	-3	3	-3
29	CCCCOC(=O)Nc1nnc(COc2ccccc2)s1	0.7	-7	2	5	7	3	1	-8	-3	-2
30	O=C(CN(c1cccc([N+](=O)[O-])c1)S(=O)(=O)c1ccccc1)N1CCCCC1	0.4	1	-8	2	18	3	-1	-5	-2	1
31	CCOC(=O)C1(C)CCN1C(=O)c1cccc(OC)c1 (stereo not given)	0.4	-3	1	-2	-6	13	0	4	-1	0
32	Cc1nnc(NC(=O)C(c2ccccc2)c2ccccc2)s1	0.0	-11	-2	3	3	-10	-2	5	-8	1
33	COc1cccc(/C(O)=C2/C(=O)C(=O)N(Cc3cccnc3)C2c2ccco2)c1 (stereo not given)	-0.6	0	-1	1	7	7	-2	3	-1	-2
34	COc1cc(NC(=O)CN2CCN(Cc3ccc4c(c3)OCO4)CC2)cc(OC)c1	-0.5	-10	-2	1	10	-6	1	0	10	-2
35	NS(=O)(=O)c1ccc(CNC(=O)c2ccccc2SCC(=O)N2CCCC2)cc1	0.3	4	-4	-5	11	12	3	-5	2	4
36	CCOC(=O)C1(Cc2ccc(OC)cc2)CCN(C(=O)c2cc3ccccc3[nH]2)CC1	-0.1	-14	-5	-3	1	1	0	-2	2	-6
37	OC(c1ccccc1)C(Nc1ccccn1)c1ccccc1 (stereo not given)	0.2	12	-2	-3	-5	-2	2	9	4	-1
38	O=C(O)COc1cccc2nsnc12	-0.1	5	-234	-4	-3	9	-2	-3	-4	-180
39	CC1=CC(=C(C#N)C#N)C=C(C)N1CCN1CCN(C(=O)Nc2cccc(Cl)c2)CC1	0.1	-1	2	15	5	6	-2	4	-6	2
40	COc1ccc(-c2c(C)nn(-c3ccccc3)c2N)cc1	0.4	5	-4	-2	4	-1	14	2	4	-5
41	Cn1c(=O)c2[nH]c(N3CCCCC3)nc2n(C)c1=O	-0.3	6	2	2	3	-14	2	2	5	4
42	O=C(c1ccccc1)N1CCN(C(=O)N2CCOCC2)CC1	0.3	0	5	.	-6	-3	-1	-4	-6	0
43	O=C(CC1Sc2ccccc2NC1=O)NNc1cc(Cl)ccc1Cl (stereo not given)	0.2	-23	3	-2	2	-13	0	0	12	-1
44	O=C(C=Cc1cccc(O)c1)c1ccccc1O	0.2	-7	-8	-5	0	9	5	4	-5	1
45	O=[N+]([O-])C(=C1SCCS1)C(=C(Cl)Cl)N1CCCCC1	0.6	10	-1	0	0	-1	-2	3	-1	0
46	Cn1c(=O)c2c(-c3ccc(C(C)(C)C)cc3)n(N3CCOCC3)cc2n(C)c1=O	0.2	0	-1	4	12	-14	4	-1	0	-1
47	Cc1cc(C)c(Cn2ncn(-c3ccc(Br)cc3)c2=O)c(C)c1	0.1	6	-3	2	7	14	3	0	-7	1
48	COC(=O)c1ccc2c(=O)n(CC3CCCO3)c(=S)[nH]c2c1 (stereo not given)	0.2	15	-1	-5	4	9	-1	9	-2	1
49	COc1cccc(NC(=O)CNC(C)CCC(C)C)c1 (stereo not given)	0.1	-1	0	-2	7	-5	-1	-4	-1	2
50	Cc1nn(CC(=O)N2CCOCC2)c(=O)c2nn(-c3ccccc3)c(C)c12	0.6	4	-2	-5	-9	-12	3	-2	7	1
51	CCCCOP(=O)(c1ccc(N(C)C)cc1)C(O)c1ccncc1 (stereo not given)	0.3	5	-1	6	2	7	3	2	7	-2
52	CC(CN1C(C)CCCC1C)OC(=O)c1ccccc1Cl (stereo not given)	0.4	4	-8	4	-1	0	5	0	4	3
53	Cc1cccc(OCC(=O)Nc2ccccc2C(=O)N2CCOCC2)c1	-0.2	3	-5	2	0	-2	1	-3	0	-4
54	O=C(COc1ccccc1[N+](=O)[O-])c1ccccc1	1.1	1	0	4	1	8	-1	6	5	-1
55	N#Cc1ccc(OCc2nnc(-c3ccc([N+](=O)[O-])cc3)o2)cc1	0.2	-4	-4	2	1	7	0	3	-8	-2
56	CC(/C=N/NC(=O)CSc1nnc(SCc2ccccc2)s1)=C\c1ccco1	-0.6	-8	-9	-7	1	-12	0	6	0	-7
57	COc1cccc2[nH]c(-c3ccccn3)nc12	0.9	-9	-62	1	-9	11	0	-8	-8	-51
58	C[C@@H]1ON(C)[C@H]2C[C@H]3c4[nH]c5cccc(-c6ccc7c(c6)OCO7)c5c4CCN3C(=O)[C@@H]12	-2.8	-16	-275	3	4	7	0	-7	0	-206
59	O=C(NCc1ccc(Cl)cc1)C1C2C=CC3(CN(Cc4cccnc4)C(=O)C13)O2 (stereo not given)	-0.5	-1	2	0	11	8	4	2	8	-1
60	O=C(NCc1ccccc1)C1C(c2ccc3c(c2)OCO3)=Nc2ccccc2N1C(=O)c1ccco1 (stereo not given)	-2.3	-1	-97	-5	7	10	-1	-10	-4	-57
61	O=C(c1ccc2c3c(cccc13)CC2)N1CCOCC1	-1.0	4	-3	1	3	5	-2	3	-6	-9

# Bioassay records deposited in PubChem by several laboratories.
